Assay outcomes (PubChem)
CDK5 p35 inh: blocks human CDK5/p35 kinase activity; Q00535+Q15078; Recombinant CDK5/p35, ADP-Glo luminescence, 60 min; inhibition, % at 10 µM; actives 0.01% (n = 330,000);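 active means highest replicate inhibition of at least 50% and at least 75% of replicates reaching 50%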;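 further: plate controls were DMSO neutral control for no effect and GW8510 at 10 µM for full effect; many of its hits are not listed in these tables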
Tat export inh: inhibitors of E. coli Tat protein transport. E. coli MC4100 TorA-mCherry Tat export, fluorescence. inhibition, % at 10 µM. actives 0.036% (n = 340,000). AID 488895;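 active means mean replicate inhibition at least 50% and at least half of replicates individually reaching 50%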;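 further: exported cargo escapes ClpAP degradation while cytoplasmic cargo is degraded and loses fluorescence; 0% = median of neutral control wells and 100% = median of NaSCN control wells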
Rtt109 Vps75: blocks Candida albicans Rtt109/Vps75 acetyltransferase activity; Q5AAJ8; inhibition, % at 34.9 µM; AID 540336; purified Rtt109/Vps75, ThioGlo CoA-SH fluorescence, 4 h; actives 0.16% (n = 330,000);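 active means inhibition of at least 50% in every replicate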
Target sequence (Q5AAJ8 whole entry, looked up): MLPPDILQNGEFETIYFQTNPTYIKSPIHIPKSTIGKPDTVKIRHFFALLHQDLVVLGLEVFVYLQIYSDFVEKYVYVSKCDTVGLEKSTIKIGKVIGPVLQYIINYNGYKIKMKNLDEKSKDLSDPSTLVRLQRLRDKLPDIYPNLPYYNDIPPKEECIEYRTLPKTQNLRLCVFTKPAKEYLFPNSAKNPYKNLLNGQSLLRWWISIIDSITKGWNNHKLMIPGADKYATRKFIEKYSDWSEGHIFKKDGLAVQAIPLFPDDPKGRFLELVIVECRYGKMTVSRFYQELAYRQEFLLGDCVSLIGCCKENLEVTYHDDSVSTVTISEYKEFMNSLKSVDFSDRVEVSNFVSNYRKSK
cardiac RTF act: increases calcium sensitivity of human cardiac regulated thin filaments. P19429+P45379. IANBD-labeled TnC RTF fluorescence at EC20 calcium; 0% EC20 calcium, 100% full calcium. AID 493008. actives 0.24% (n = 340,000). activation, % at 7.2 µM;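 active means activation above the mean over all tested compounds plus 3 SD, cut at about 30% in these data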;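 further: rise in fluorescence read as greater calcium sensitivity of cardiac thin filaments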
dFosB act: enhances mouse delta FosB homodimer DNA binding. P13346. purified delta FosB, TAMRA-CDK5 oligo fluorescence polarization; percent of positive-control signal above neutral wells. activation, % at 25 µM. actives 0.99% (n = 340,000);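 active means mean activation above about 17%, with every replicate also reaching it, limit read from the data, passing the limit was not always enough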;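 further: fluorescence polarization rise as delta FosB binds a TAMRA Cdk5 AP-1 oligo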
Target sequence (P13346 whole entry, looked up): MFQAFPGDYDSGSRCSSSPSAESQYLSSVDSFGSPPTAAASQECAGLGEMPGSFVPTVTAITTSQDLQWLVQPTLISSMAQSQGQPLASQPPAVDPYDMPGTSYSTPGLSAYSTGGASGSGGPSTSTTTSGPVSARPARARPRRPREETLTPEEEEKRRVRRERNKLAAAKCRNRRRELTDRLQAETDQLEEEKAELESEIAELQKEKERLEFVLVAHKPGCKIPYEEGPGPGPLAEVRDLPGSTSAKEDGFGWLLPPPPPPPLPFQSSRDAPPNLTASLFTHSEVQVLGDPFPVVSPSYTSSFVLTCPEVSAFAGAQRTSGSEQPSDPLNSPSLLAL
CAL PDZ FP-1: blocks peptide binding to the human CAL PDZ domain; inhibition, % at 24.9 µM; purified CAL PDZ, TMR-peptide fluorescence polarization, 1 h; actives 0.92% (n = 300,000); Q9HD26; AID 602252;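 active means mean inhibition of at least 30% with at least half of replicates also reaching 30%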;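 further: 0% = DMSO neutral control and 100% = excess unlabeled competitor peptide PRC23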
Wnt bcat act: activates Wnt/beta-catenin signaling in a reporter cell assay. actives 1.2% (n = 300,000). activation, % at 9.35 µM. activator, plate reader; in the data active means activation above about 30%, passing the limit was not always enough;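 further: 0% = neutral control wells and 100% = positive control wells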
MITF TRPM1 HTS: increases MITF-driven TRPM1 promoter luciferase signal | actives 0.75% (n = 300,000) | activation, % at 12.5 µM | SK-MEL-5 TRPM1-promoter luciferase, 24 h; % of positive control, neutral wells = 0 | AID 588334;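 active means mean activation of at least 80% with every replicate also reaching 80%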;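 further: 0% = neutral control wells and 100% = parthenolide positive control wells; values of inactives mirror those of a sister screen read the other way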
CAL PDZ FP-2: human CAL PDZ-peptide interaction inhibition. purified CAL PDZ, TMR-peptide fluorescence polarization, 1 h. actives 0.02% (n = 330,000). inhibition, % at 20 µM. AID 504414. Q9HD26;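 active means highest replicate inhibition of at least 40%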;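 further: plate controls were DMSO neutral control wells for no effect and unlabeled competitor peptide control wells for full effect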
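material = purified tagged CAL PDZ domain construct (CerCALP) | buffer or medium = sodium phosphate/NaCl buffer pH 7.4 with TCEP, IgG, Thesit | reagent = TMR-labelled reporter peptide T*-PRC34 bound in PDZ groove | incubation = 1 h room-temperature incubation prior to read | measured by = fluorescence polarization (mP) | evaluation = percent inhibition from loss of millipolarization | control set = unlabelled peptide and DMSO controls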
V-ATPase pHluor: yeast V-ATPase proton transport regulation by pHLuorin. S. cerevisiae, pHLuorin cytosolic pH fluorescence. actives 0.37% (n = 350,000). response, % at 10 µM; in the data active means response mostly above about 7.3%, no sharp cut-off; inactive means mostly below about 5.4%; further: actives read high; inactives centre near 0; some compounds called inactive have numbers as strong as hits
An asterisk follows results filed as active; nt = not tested or not shown. The order is random; any-hit rate near 4.1%.

item	compound	CAL PDZ FP-1	Wnt bcat act	Tat export inh	dFosB act	Rtt109 Vps75	CDK5 p35 inh	MITF TRPM1 HTS	CAL PDZ FP-2	cardiac RTF act	V-ATPase pHluor
1	CCOC(=O)N1CCN(C(=O)c2cc(COc3ccc(F)cc3F)on2)CC1	-1	13	-10	-5	-1	1.6	20	-0.5	1	-1
2	CN(C(=O)CSc1ncnc2sccc12)c1c(N)n(Cc2ccccc2)c(=O)[nH]c1=O	1	-2	0	4	-4	0.8	-1	-2.4	-4	-3
3	c1ccc2[nH]c(SCc3cn4ccccc4n3)nc2c1	-3	nt	6	-5	0	1.2	32	-3.2	-6	-4
4	CCCCn1c(N)c(N(CC)C(=O)CCc2ccccc2)c(=O)[nH]c1=O	-4	nt	-8	4	-2	1.4	17	0.5	-4	-1
5	CCOC(=O)C1CC(CN2C(=O)c3ccccc3C2=O)OC1=O (configuration not stated)	-9	-5	1	2	-6	-2.5	-15	-0.4	-6	4
6	Cc1ccc(C(=O)NCCc2nnc3ccc(SCC(=O)Nc4c(C)cc(C)cc4C)nn23)cc1	nt	2	-4	-6	6	-0.5	9	-1.0	-4	2
7	CCC(C)NS(=O)(=O)c1ccc(NC(=O)c2ccc([N+](=O)[O-])cc2Cl)cc1 (configuration not stated)	2	-3	1	-1	-4	-1.9	7	-0.8	0	1
8	O=C(c1cc2ccccc2o1)N1CC=C(c2ccccc2)CC1	-4	-1	0	-7	-27	-3.6	-12	0.5	14	11
9	O=C(CSc1nc(-c2ccco2)cc(C(F)(F)F)n1)N1CCSCC1	-6	-2	-2	-2	7	0.3	-5	-1.3	-1	-6
10	CSCC(=O)NS(=O)(=O)c1ccc(C)cc1	3	-2	7	-3	14	0.3	0	-1.7	-3	-1
11	N=c1c[n+](N2CCOCC2)[n-]o1	2	-1	1	1	56*	1.8	1	0.8	3	-4
12	COc1ccc(CCNC2CC(=O)N(N(C)C)C2=O)cc1OC (configuration not stated)	-4	nt	-4	-4	2	-3.9	-2	-0.4	4	-4
13	c1ccc(-c2noc(CSc3nnnn3C3CCCCC3)n2)cc1	-8	-1	0	-3	-5	-0.5	20	-1.3	0	0
14	Cc1ccc(S(=O)(=O)NC(=O)c2cc(C)n(CCCn3ccnc3)c2C)cc1	-2	nt	-9	7	1	1.6	-6	-0.8	5	-2
15	CC(C)NC(=O)N(C)C[C@@H]1Oc2c(NS(=O)(=O)c3ccccc3)cccc2C(=O)N([C@@H](C)CO)C[C@@H]1C	-1	1	-4	0	-3	0.6	0	-1.8	2	-2

By substructure: the compounds so far containing an aryl thioether with sulfur outside any ring
item	compound	CAL PDZ FP-1	Wnt bcat act	Tat export inh	dFosB act	Rtt109 Vps75	CDK5 p35 inh	MITF TRPM1 HTS	CAL PDZ FP-2	cardiac RTF act	V-ATPase pHluor
2	CN(C(=O)CSc1ncnc2sccc12)c1c(N)n(Cc2ccccc2)c(=O)[nH]c1=O	1	-2	0	4	-4	0.8	-1	-2.4	-4	-3
3	c1ccc2[nH]c(SCc3cn4ccccc4n3)nc2c1	-3	nt	6	-5	0	1.2	32	-3.2	-6	-4
6	Cc1ccc(C(=O)NCCc2nnc3ccc(SCC(=O)Nc4c(C)cc(C)cc4C)nn23)cc1	nt	2	-4	-6	6	-0.5	9	-1.0	-4	2
9	O=C(CSc1nc(-c2ccco2)cc(C(F)(F)F)n1)N1CCSCC1	-6	-2	-2	-2	7	0.3	-5	-1.3	-1	-6
13	c1ccc(-c2noc(CSc3nnnn3C3CCCCC3)n2)cc1	-8	-1	0	-3	-5	-0.5	20	-1.3	0	0

Other entries follow.
item	compound	CAL PDZ FP-1	Wnt bcat act	Tat export inh	dFosB act	Rtt109 Vps75	CDK5 p35 inh	MITF TRPM1 HTS	CAL PDZ FP-2	cardiac RTF act	V-ATPase pHluor
16	CN(C)S(=O)(=O)c1cccc(NC(=O)c2ccc(N3CCOCC3)c([N+](=O)[O-])c2)c1	1	-1	-1	-2	-1	0.5	9	-0.4	1	0
17	O=C(c1ccco1)N1CCN(C(=O)c2cnn(-c3cccc(F)c3)c2C2CCNCC2)CC1	-1	0	1	-5	0	1.8	3	-0.9	7	0
18	COc1ccc(OC)c(NC(=O)CCN2CCN(C/C=C/c3ccccc3)CC2)c1	nt	0	-1	0	4	0.1	-2	0.3	-7	-2
19	CCC(Sc1ccc2nnc(-c3ccc(OC)c(OC)c3)n2n1)C(=O)O (configuration not stated)	nt	-1	1	-9	-2	-2.5	-2	-7.0	-4	5
20	Cc1occc1-c1nnc(SCC(=O)N2CCOCC2)n1CC(C)C	0	-12	-11	2	0	-0.2	-6	nt	8	-1
21	CN(C(=O)c1cn2ccccc2n1)c1c(N)n(Cc2ccccc2)c(=O)[nH]c1=O	4	-3	0	6	nt	-0.6	8	-1.2	4	3
22	CCc1cccc(NC(=O)CN2C(=O)NC3(CCCCCCC3)C2=O)c1	nt	nt	-2	-12	2	0.3	9	-1.4	9	-4
23	O=C(CSC(=S)N1CCCC1)N1CCN(S(=O)(=O)c2cccc(F)c2)CC1	-2	-2	-3	-5	-6	-2.8	-3	-3.2	3	-4
24	CC1(c2ccccc2)NC(=O)N(CC(=O)Nc2ccccc2C(=O)NC2CC2)C1=O (configuration not stated)	-5	2	9	-10	1	1.2	-13	-2.6	5	3
25	Cc1[nH]c2ccc(C(=O)NCCCN3CCCCC3)cc2c1C	-6	-3	-1	-11	3	2.6	0	0.3	-3	-6
26	Cc1cc(C)n(S(=O)(=O)c2ccc(Cl)c(Cl)c2Cl)n1	-3	2	14	-2	-4	-1.9	nt	nt	9	1
27	Cc1nc2ccccc2c(=O)n1NC(=O)c1ccc([N+](=O)[O-])cc1	-1	-2	-5	4	0	4.3	-13	-0.4	2	0
28	CC1(C)CC(=O)C2=C(C1)OC(N)=C(C#N)[C@@H]2c1ccccc1[N+](=O)[O-]	nt	13	-2	-4	-9	-2.6	nt	-0.3	41*	1
29	CCn1c(SCC(=O)Nc2ccc(C(C)=O)cc2)nc2nc3c(cc2c1=O)COC(C)(C)C3	nt	-3	9	-2	-2	2.2	31	-1.0	0	-5
30	CCc1ccc(/C=C2\SC(=S)N(CCCC(=O)Nc3ccccn3)C2=O)cc1	6	nt	6	5	-6	-1.8	-31	-1.8	37*	4
31	CCN(CC)C(=O)C1CCCN(Cc2ccccc2F)C1 (configuration not stated)	3	1	7	4	0	-0.8	nt	-0.6	4	3
32	CNc1ncc(C(=O)c2ccc(Cl)cc2)s1	-1	nt	2	5	2	0.6	nt	-1.0	1	-1
33	O=C(c1cc[n+]([O-])cc1)N1CCCC(N2CCN(c3cccc(C(F)(F)F)c3)CC2)C1 (configuration not stated)	-2	-1	-4	4	1	0.7	-3	-0.9	1	1
34	CSCC[C@H](NC(=O)OCc1ccccc1)C(=O)O	-1	0	0	0	2	-3.2	0	0.5	-10	5
35	CCOC(=O)c1cc(NC(=O)c2cccnc2)ccc1N1CCOCC1	2	-1	4	0	-1	0.0	1	0.6	-4	3
36	CC1=C(C(=O)Nc2ccccc2)C(c2ccco2)NC(=S)N1 (configuration not stated)	nt	nt	-12	2	2	-0.4	3	-1.2	-3	0
37	CN(c1nc2c(c(=O)n(C)c(=O)n2C)n1CC(=O)c1ccccc1)C1CCCCC1	-5	-1	1	-11	-1	2.1	1	-0.3	-1	0
38	CCc1ccc(NC(=O)Nc2ccon2)cc1	1	17	-10	3	2	1.6	59	-0.2	0	-3
39	C[C@H](CO)N1C[C@H](C)[C@@H](CN(C)C(=O)Nc2ccc(C(F)(F)F)cc2)Oc2ccc(NC(=O)C3CC3)cc2C1=O	-4	-2	0	-5	-8	1.2	-9	-1.7	1	1
40	COc1cccc(C(=O)Nc2cccc(NC(=O)c3cccs3)c2)c1	-5	0	5	-7	2	0.6	nt	-2.0	2	6
41	Cc1nnc(NC(=O)C23CC4CC(CC(C4)C2)C3)s1	2	4	7	-2	2	0.9	11	0.5	2	0
42	COC(=O)c1ccccc1NC(=O)Nc1cnccn1	-1	nt	-7	-5	1	1.5	nt	-0.2	2	2
43	Cc1ccc(C(c2ccc(C)c(C)c2)C(O)C2OC(=O)C(O)C2O)cc1C (configuration not stated)	-4	-1	-1	-14	5	0.5	-12	-1.1	-5	6
44	CCOC(=O)c1cnn2c(C)cc(-c3ccccc3)nc12	-2	43*	-3	2	-15	-2.1	nt	-3.5	1	2
